Screening data deposited in PubChem by The Scripps Research Institute Molecular Screening Center.
PP1 inh: counter-screen for PP5 inhibitors: inhibitors of human PP1-alpha | P62136 | purified PP1alpha, OMFP fluorescence | inhibition, % at 6.7 µM | 0.9% of 320,000 active | AID 2235;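 active = inhibition above the mean inhibition of all tested compounds plus 3 SD, computed separately for each screening campaign, cut at about 15% in these data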
PP5 primary: PP5 (human) phosphatase inhibition; P53041; purified PP5c, OMFP substrate fluorescence; inhibition, % at 6.7 µM; 0.18% of 320,000 active;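 active = inhibition above the campaign's mean inhibition across all tested compounds plus 3 SD, cut at about 9.5% in these data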;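 note: 0% = DMSO only and 100% = 100 µM cantharidin control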
Target sequence (P53041 whole entry, looked up): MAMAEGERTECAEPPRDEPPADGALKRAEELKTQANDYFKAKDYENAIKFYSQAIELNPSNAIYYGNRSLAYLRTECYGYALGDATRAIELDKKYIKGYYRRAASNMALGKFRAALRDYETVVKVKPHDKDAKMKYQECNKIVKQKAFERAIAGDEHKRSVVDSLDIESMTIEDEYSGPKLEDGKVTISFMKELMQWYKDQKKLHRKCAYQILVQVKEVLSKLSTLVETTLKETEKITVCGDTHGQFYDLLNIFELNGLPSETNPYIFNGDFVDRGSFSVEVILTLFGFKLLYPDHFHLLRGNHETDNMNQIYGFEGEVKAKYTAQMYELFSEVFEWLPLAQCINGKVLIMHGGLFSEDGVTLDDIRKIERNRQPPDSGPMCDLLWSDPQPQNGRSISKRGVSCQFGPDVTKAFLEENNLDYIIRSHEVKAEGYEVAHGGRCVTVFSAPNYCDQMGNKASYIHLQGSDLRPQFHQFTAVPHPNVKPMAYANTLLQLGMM
Fh CTSL1 inh: cathepsin L1 inhibition, PFM18AAP counter-screen; recombinant F. hepatica cathepsin L1, Z-Leu-Arg-MCA fluorescence; inhibition, % at 5.96 µM; AID 1906; 0.49% of 300,000 active;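 active = inhibition above the mean of all tested compounds plus 3 SD, set per screening campaign, cut at about 17% in these data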;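 note: 0% = plate median of test compound wells and 100% = 1 µM Z-Phe-Ala-diazomethylketone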
TPT1 inh: inhibitors of Candida albicans tRNA 2'-phosphotransferase TPT1. inhibition, % at 5 µM. recombinant caTPT1, FP RNA substrate dephosphorylation. 0.81% of 300,000 active. AID 1962;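 active = inhibition above the mean of all tested compounds plus 3 SD, set per screening campaign, cut at about 24% in these data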;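 note: plate controls were DMSO alone for no effect and ferristatin control at 100 nM for full effect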
procasp7 counter: counter-screen: procaspase-7 (human) activation; P55210; 0.093% of 330,000 active; AID 463210; recombinant procaspase-7, Ac-DEVD-pNA absorbance 405 nm; D23A/D198A/D206A triple mutant, cannot self-cleave; scale: DMSO 0, 5 µM enzyme 100; activation, % at 8.5 µM;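 active = percent activation above the screen-wide mean plus 3 SD, cut at about 25% in these data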
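Test system: Procaspase-7 triple mutant (PC-7 D3A). Also added: Ac-DEVD-pNA substrate, 400 µM as added. Schedule: 1 h enzyme–compound preincubation and 2 h substrate reaction, both 25 °C. Signal: p-Nitroaniline absorbance at 405 nm, read at 0 and 120 min. Control set: low DMSO alone, high DMSO plus 5 µM PC-7.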
AHR act: human AHR activation | P35869 | AHR-responsive luciferase reporter cells, luminescence | activation, % at 5 µM | 2.5% of 320,000 active; in the data active = activation above about 47%;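 note: 0% = vehicle wells and 100% = reference agonist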
procasp3 activ: activators of human procaspase-3; P42574; recombinant procaspase-3 D3A, Ac-DEVD-pNA absorbance 405 nm; activation, % at 8.5 µM; 0.11% of 330,000 active; AID 463141;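 active = activation above the mean of all tested compounds plus 3 SD, cut at about 21% in these data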;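 note: 0% = DMSO alone and 100% = DMSO wells spiked with extra 5 µM PC-3 D3A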
Target sequence (P42574 whole entry D9A/D28A/D175A): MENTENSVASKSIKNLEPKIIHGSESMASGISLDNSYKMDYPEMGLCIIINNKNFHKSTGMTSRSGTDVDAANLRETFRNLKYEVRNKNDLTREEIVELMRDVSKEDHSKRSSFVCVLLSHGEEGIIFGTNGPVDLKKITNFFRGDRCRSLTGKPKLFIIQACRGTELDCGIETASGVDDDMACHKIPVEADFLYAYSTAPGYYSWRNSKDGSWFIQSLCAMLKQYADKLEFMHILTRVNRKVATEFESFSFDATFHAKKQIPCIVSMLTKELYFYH
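Test system: Procaspase-3 D3A mutant, all three cleavage aspartates alanine | Dosing: Single dose, 8.5 µM nominal compound, 0.8% DMSO | Schedule: 1 h preincubation, 2 h reaction | Technique: 405 nm absorbance of p-nitroaniline, reads at 0 and 120 min | Repeats: One well per compound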
PAFAH2 inh: PAFAH2 (human) inhibition; Q99487; recombinant PAFAH2, FP-rhodamine activity probe, fluorescence polarization; inhibition, % at 3.39 µM; 0.99% of 340,000 active; AID 492956;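 active = inhibition above the mean over all tested compounds plus 3 SD, cut at about 30% in these data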;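 note: inhibitors block probe labeling of enzyme so polarization drops; 0% = enzyme with DMSO and 100% = wells lacking PAFAH2 protein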
HCV core dimer: blocks dimerization of HCV core protein; TR-FRET GST/Flag-core106 dimerization, 1536-well; AID 1899; inhibition, % at 5 µM; 0.33% of 300,000 active;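 active = inhibition above the mean of all tested compounds plus 3 SD, set per screening campaign, cut at about 45% in these data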
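Assay system – GST-tagged and Flag-tagged HCV core protein residues 1-106 · Quantity – core106 proteins, GST 13.5 nM and Flag 17 nM · Benchmarks – unlabelled core106 and no-GST-core106 wells · Read-out basis – percent inhibition of core106 dimerization signal · Detection – time-resolved FRET, ex 340 nm, em 617 and 671 nm · Schedule – 4 h at 22.5 °C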
Active calls of the source: *; . = not tested or not shown.

SMILES,PP1 inh,PP5 primary,Fh CTSL1 inh,TPT1 inh,procasp7 counter,AHR act,procasp3 activ,PAFAH2 inh,HCV core dimer
O=C(Cc1cc(=O)oc2cc(O)ccc12)NCC1CCC(C(=O)O)CC1 (stereo not drawn),1,1.2,4,0,20,-2,17,3,2
CCS(=O)(=O)N1CCCC(C(=O)NCCc2ccccc2)C1 (stereo not drawn),-2,0.2,0,2,2,-2,1,5,-2
O=C(Cc1ccc(-c2ccccc2)cc1)NCCN1CCOCC1,0,0.4,-3,1,-3,5,0,-11,-2
Cc1ccccc1-n1nc2c(c1NC(=O)/C=C\c1ccc3c(c1)OCO3)CSC2,12,0.5,12,-2,2,14,3,-2,35
O=C(CN(C(=O)c1csnn1)c1cccc2ccccc12)NC1CCCC1,-1,0.0,-1,-3,-8,1,-10,5,11
CSc1nc(C)cc(OCNC(=O)c2cccs2)n1,-6,3.4,2,0,3,-2,-1,54*,1
Cc1ccc(-c2nc(CC(=O)Nc3cccc(S(=O)(=O)NC4=NCCC4)c3)cs2)cc1,1,5.8,.,.,-6,-4,1,-1,.
C=CCSc1nc2ccccc2n1S(=O)(=O)c1ccc(C)cc1,-4,0.1,1,1,-2,-3,4,5,-4
CCOC(=O)C1CCCN(C/C=C/c2ccccc2[N+](=O)[O-])C1 (stereo not drawn),1,1.4,4,-1,6,9,6,5,4
OCCN1C[C@H](O)[C@@H](O)[C@H](O)[C@H]1CO,-2,2.6,-1,-1,4,-4,1,.,-13
CCOc1cc(/C=N/NC(=O)c2cc(C3CC3)[nH]n2)ccc1O,0,0.8,4,-1,-5,16,-4,1,-4
CCc1cccc(CC)c1NC(=O)COC(=O)CC1c2ccccc2CCN1S(=O)(=O)c1ccc(F)cc1 (stereo not drawn),6,3.5,5,-2,4,4,7,15,12
COc1cccc(OCC(O)CNC(=O)c2oc3c(C)c(C)ccc3c2C)c1 (stereo not drawn),-2,2.5,2,-3,-6,23,-4,-2,-5
O=C(CCc1nnc2ccc(NCc3ccco3)nn12)Nc1ccccn1,-2,3.6,3,2,-10,5,-8,13,4
CC(C)c1ccc(CN(C(=O)c2cccs2)C2CCS(=O)(=O)C2)cc1 (stereo not drawn),-2,1.0,9,-2,8,0,3,11,10

A draw from above in order of length of the SMILES, lowest first:
SMILES,PP1 inh,PP5 primary,Fh CTSL1 inh,TPT1 inh,procasp7 counter,AHR act,procasp3 activ,PAFAH2 inh,HCV core dimer
CSc1nc(C)cc(OCNC(=O)c2cccs2)n1,-6,3.4,2,0,3,-2,-1,54*,1
CCOc1cc(/C=N/NC(=O)c2cc(C3CC3)[nH]n2)ccc1O,0,0.8,4,-1,-5,16,-4,1,-4
O=C(CN(C(=O)c1csnn1)c1cccc2ccccc12)NC1CCCC1,-1,0.0,-1,-3,-8,1,-10,5,11
COc1cccc(OCC(O)CNC(=O)c2oc3c(C)c(C)ccc3c2C)c1 (stereo not drawn),-2,2.5,2,-3,-6,23,-4,-2,-5
Cc1ccccc1-n1nc2c(c1NC(=O)/C=C\c1ccc3c(c1)OCO3)CSC2,12,0.5,12,-2,2,14,3,-2,35

The results go on:
SMILES,PP1 inh,PP5 primary,Fh CTSL1 inh,TPT1 inh,procasp7 counter,AHR act,procasp3 activ,PAFAH2 inh,HCV core dimer
Cc1cc2c(cc(C(=O)OC(C(=O)NCC3CCCO3)C(C)C)n2C)o1 (stereo not drawn),-5,1.3,-2,-3,3,5,-1,11,-3
CCOC(=O)Cc1nc2ccccc2[nH]1,-2,-0.8,2,-4,79*,1,21,4,-4
Cc1ccc(CNC(=O)c2ccc(N3CCC4(CC3)CC(c3cccc(Br)c3)=NO4)c(NC(=O)c3ccco3)c2)cc1,12,0.1,1,2,-11,-3,1,-15,2
Cc1nc(NC(=O)c2ccc(OCC(C)C)cc2)sc1Cc1ccc2c(c1)OCO2,0,-0.4,-3,-3,5,5,10,-2,2
COC(=O)N/N=C/c1ccccc1,-6,-3.2,-4,-1,8,5,4,3,-4
COC(=O)c1ccc(NC(=O)c2cc(Cl)ccc2OC)cc1,1,-1.9,-2,6,14,3,13,-2,19
CC1CCCC(NC(=O)COC(=O)c2ccccc2[N+](=O)[O-])C1C (stereo not drawn),-1,2.7,4,0,8,2,3,65*,2
Cc1ccc(OCCNC(=O)c2cc(C3CC3)nc3c2cnn3C(C)C)cc1,2,5.2,.,.,4,4,2,-3,.
O=C(Nc1ccc2c(c1)OCO2)C1(S(=O)(=O)c2ccc(Cl)cc2)CC1,1,2.8,0,-1,-2,9,9,3,-5
CC(C)(C)c1ccc(C(=O)Nc2nnc(SCC(=O)NCC3CCCO3)s2)cc1 (stereo not drawn),1,1.6,4,-2,-1,-1,8,-5,13
Cn1cc(/C=C(\C(=O)O)C(C(=O)O)=C2CCCCC2)c2ccccc21,-3,1.5,0,-3,-7,6,9,0,4
COC(=O)c1cc(Br)c(=O)n(Cc2ccncc2)c1,-2,-1.8,2,1,9,-1,0,1,-4
O=C(Nc1ccc(O)c(-c2nc3ccccc3o2)c1)C1(c2ccccc2)CCCC1,5,5.0,5,0,-42,2,-64,-11,5
C[C@@H](CSc1ccccc1)CN1CC[C@H](O)CCC1=O,-7,3.5,0,2,-2,4,-7,-3,-6
C/C(=N\NC1=NCCN1)c1ccc(N)c([N+](=O)[O-])c1,-4,2.2,2,2,-7,31,5,0,0
CCCCC1=CC2=CC(=O)C(C)(OC(=O)CC)C(=O)C2=CN1CCc1c[nH]c2ccccc12 (stereo not drawn),20*,1.5,0,6,-18,16,-8,-3,14
Cn1ncc2nnn(-c3ccccc3)c(=O)c21,0,1.6,6,0,-3,17,3,11,-6
CN(C)S(=O)(=O)N1CCCC(C(=O)c2ccc(C(F)(F)F)cc2)C1 (stereo not drawn),-3,0.0,5,-3,-9,1,9,-1,-2
COCCNC(=O)c1cc(-c2ccc(-c3ccccc3)cc2)nc2ccccc12,0,4.6,2,0,-6,38,-5,-13,3
COCCN(C(=O)COC(=O)c1ccc(Cl)s1)c1c(N)n(Cc2ccccc2)c(=O)[nH]c1=O,-6,-1.2,-3,1,-2,3,0,4,1
CCOC(=O)c1ccc(NC(=O)CSc2nnc(C3CCCCC3)n2C)cc1,0,-0.7,-2,-1,5,2,9,7,1
CC1(C)CC(=O)C2=C(C1)Nc1cc(C(=O)c3ccccc3)ccc1NC2c1ccccn1 (stereo not drawn),0,0.5,4,-4,-6,2,9,5,-11
CCOc1ccc(NS(=O)(=O)c2cc(C(=O)N(CC)CC(=O)NCc3cccs3)ccc2C)cc1,0,-0.1,-4,-1,14,5,9,2,-2
O=C(COC(=O)Cc1cccs1)NCC(=O)Nc1ccc(F)cc1,-2,0.2,.,.,-6,2,-3,1,.
O=C(C[n+]1ccccc1)N/N=C/c1ccc(Br)cc1,1,1.4,.,.,0,0,0,0,.
COc1c(OC)c2[nH]c(=O)cc3c4ccccc4n(c1=O)c23,-5,1.6,-2,-4,-1,2,1,2,-8
O=C(Nc1ccccc1-c1ccccc1)c1cccc(C(F)(F)F)c1,-2,1.3,3,-3,1,0,7,3,2
CCN(CC)c1ncccc1C(=O)NCc1cccs1,4,2.9,-1,-1,-6,-1,3,2,-2
Cn1c(COc2ccccc2)nnc1SCC(=O)Nc1ccc2c(c1)OCO2,-1,-1.4,-3,2,1,4,0,-5,0

This is a random part of the collection (roughly 5.6% active in at least one column).
